Vif-APOBEC3F blk: qHTS for Inhibitors of Vif-A3F Interactions: qHTS | HeLa A3F-eYFP + Vif (tagged APOBEC3F with the HIV-1 protein that degrades it), YFP fluorescence increase | Potency, µM (doses to about 46.1 µM), inactives show top-dose activity, negative = active | 390,000 compounds, 0.2% hits; also: potency is read from the fitted curve at half-maximal effect; % of control where 0% means no effect; nearly all actives have a fitted effect of over 65% in size
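HeLa cells stably expressing A3F-eYFP plus Vif, plated and incubated overnight at 37 deg C, then exposed to compounds overnight at 37 deg C. Blocked degradation read as raised yellow fluorescence (Ex 488/Em 500-530).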
GRP78 ERSR act: qHTS for Inducers of the Endoplasmic Reticulum Stress Response (ERSR) in Human Glioma: qHTS. U87-MG GRP78 promoter luciferase reporter, 16 h. Potency, µM, inactives show top-dose activation, hits mostly activators. 420,000 compounds, 0.02% hits; also: potency is read from the fitted curve at half-maximal effect; series mostly up to about 76 µM; % of control where 0% means no effect; nearly all actives have a fitted effect of over 35% in size
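Stably transfected U87-MG human glioma cells carrying a GRP78-based luminescent sensor were seeded at 1000 cells/well, pin-dosed with compounds and incubated 16 h. Luciferase reagent was then added, and end-point luminescence was read after 10 min at room temperature.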
D1 potentiator: Potentiators of Human D1 Dopamine Receptor: qHTS; HEK293 TREx D1 cells, calcium flux, dopamine EC20 potentiation; 360,000 compounds, 0.036% hits; potentiation, % at 10 µM; D(1A) dopamine receptor (Homo sapiens), P21728; in the data active = potentiation above about 30%; also: 0% is about no effect
D1 antag: Antagonist of Human D 1 Dopamine Receptor: qHTS | D(1A) dopamine receptor (Homo sapiens), P21728 | HEK293 TREx D1 cells, calcium flux, dopamine EC80; hits give low values | activity change, negative = inhibition, % at 10 µM | 360,000 compounds, 3.2% hits; in the data active = activity change below about -30%; also: % is scaled to controls: 0 for no effect and ±100 for the full control effect
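Cells carrying a force-coupled, tetracycline-inducible human D1 receptor report calcium flux. Each well gets a 10 s baseline, compound with 180 s monitoring, then an EC80 dopamine stimulus with a second 180 s kinetic read.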
Vif-APOBEC3G blk: qHTS for Inhibitors of Vif-A3G Interactions: qHTS; DNA dC->dU-editing enzyme APOBEC-3G (Homo sapiens), Q9HC16; HeLa A3G-eYFP + Vif (tagged APOBEC3G with the HIV-1 protein that degrades it), YFP fluorescence, overnight; Potency, µM (series often up to 46.1 µM), for inactives: top-dose activity, negative = active, usual class: inhibitors; 410,000 compounds, 0.076% hits;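 also: potency is read from the fitted curve at half-maximal effect; % is scaled to controls: 0 for no effect and ±100 for the full control effect; nearly all actives have a fitted effect of over 60% in size; hits raise eYFP signal because A3G escapes Vif-driven loss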
Target sequence (Q9HC16 whole entry, looked up): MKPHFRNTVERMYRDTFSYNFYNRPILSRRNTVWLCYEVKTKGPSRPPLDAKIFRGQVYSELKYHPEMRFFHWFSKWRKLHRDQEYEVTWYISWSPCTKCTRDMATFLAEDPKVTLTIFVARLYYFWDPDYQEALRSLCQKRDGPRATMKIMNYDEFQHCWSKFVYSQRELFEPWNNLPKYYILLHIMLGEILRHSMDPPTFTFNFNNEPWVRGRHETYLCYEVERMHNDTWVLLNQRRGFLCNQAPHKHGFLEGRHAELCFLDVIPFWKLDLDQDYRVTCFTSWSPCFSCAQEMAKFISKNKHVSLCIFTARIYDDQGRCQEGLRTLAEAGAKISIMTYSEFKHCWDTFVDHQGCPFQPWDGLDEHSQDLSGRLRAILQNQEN
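Read-out is eYFP fluorescence (Ex 488/Em 500-530) from Vif-expressing HeLa A3G-eYFP cells; more signal means A3G escaped Vif-mediated degradation. Cells plated overnight, compound pinned in, incubated overnight at 37 deg C.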
D1 agonist: Allosteric Agonists of the Human D1 Dopamine Receptor: qHTS. HEK293 T-REx D1 cells, calcium flux, agonist mode. activation, % at 2 µM. AID 504660, 2011. 360,000 compounds, 1% hits. D(1A) dopamine receptor (Homo sapiens), P21728; in the data active = activation above about 30%; also: 0% is about no effect
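Inducible HEK293 T-REx D1 cells, force-coupled to calcium signalling, were plated at 4000 cells/well with tetracycline and held overnight at 30 C. After no-wash calcium dye loading, compound-evoked calcium rise over 180 s flagged agonists.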
RXFP1 ag: qHTS Assay for Agonists of the Relaxin Receptor RXFP1; HEK293T-RXFP1 cAMP TR-FRET, 30 min; response scale: percent of porcine relaxin response, buffer zero; Potency, µM (doses to about 57.5 µM), inactives show at the highest dose activation, usual class: activators; Relaxin receptor 1 (Homo sapiens), Q9HBX9; 370,000 compounds, 0.3% hits; AID 2676, 2010; also: potency is read from the fitted curve at half-maximal effect; % is scaled to controls: 0 for no effect and ±100 for the full control effect; nearly all actives have a fitted effect of over 60% in size; many of its hits are not listed in these tables
Target sequence (Q9HBX9 whole entry, looked up): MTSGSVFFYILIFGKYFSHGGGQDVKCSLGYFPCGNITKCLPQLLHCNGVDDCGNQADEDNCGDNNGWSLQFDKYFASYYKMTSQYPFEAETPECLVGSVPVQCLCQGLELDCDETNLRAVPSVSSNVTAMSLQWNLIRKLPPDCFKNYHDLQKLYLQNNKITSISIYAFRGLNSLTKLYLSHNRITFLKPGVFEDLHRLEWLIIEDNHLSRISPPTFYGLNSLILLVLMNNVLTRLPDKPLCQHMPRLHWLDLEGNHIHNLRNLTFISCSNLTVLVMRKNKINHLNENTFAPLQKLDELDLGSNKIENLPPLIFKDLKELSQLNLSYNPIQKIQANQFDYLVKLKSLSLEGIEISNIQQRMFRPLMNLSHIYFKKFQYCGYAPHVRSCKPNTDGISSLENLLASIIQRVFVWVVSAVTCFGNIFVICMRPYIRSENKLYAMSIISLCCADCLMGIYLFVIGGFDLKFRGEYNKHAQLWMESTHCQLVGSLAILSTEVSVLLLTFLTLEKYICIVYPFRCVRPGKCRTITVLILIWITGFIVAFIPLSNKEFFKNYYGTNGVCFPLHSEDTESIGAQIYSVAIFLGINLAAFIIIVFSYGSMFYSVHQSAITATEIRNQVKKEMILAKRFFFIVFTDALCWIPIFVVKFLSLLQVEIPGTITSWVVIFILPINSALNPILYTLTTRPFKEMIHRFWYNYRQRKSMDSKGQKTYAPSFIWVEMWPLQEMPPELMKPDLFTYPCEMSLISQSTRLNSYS
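HEK293T cells stably expressing RXFP1 were pretreated with the PDE4 inhibitor Ro 20174, exposed to compounds for 30 min at 37C, lysed, and cAMP was read by TR-FRET. Data normalized to buffer (basal) and 29 nM porcine relaxin (100%).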
LDHA inh: qHTS assay for inhibitors of human lactate dehydrogenase; L-lactate dehydrogenase A chain (Homo sapiens), P00338; purified LDHA, NADH/diaphorase-resazurin fluorescence; hits give low values; activity change, % (values are at about 110 or 230 µM); 480,000 compounds, 0.15% hits; AID 1347041, 2019; in the data active = activity change below about -30%; inconclusive = mostly about -25% to -30%;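 also: plate controls were DMSO wells for no effect and wells without enzyme for full effect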
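Enzyme activity of human lactate dehydrogenase 5 (2 nM; 0.06 mM NADH, 0.2 mM pyruvate, 5 min, RT) is measured via a resazurin/diaphorase fluorescence readout of residual NADH.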
D2 potentiator: HTS Assay for Positive Allosteric Modulators of the Human D2 Dopamine Receptor: Primary Screen for Potentiators; D(2) dopamine receptor (Homo sapiens), P14416; 340,000 compounds, 0.34% hits; potentiation, % at 10 µM; HEK293 T-REx D2, calcium flux, EC20 dopamine potentiation; AID 485347, 2010;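 active = potentiation over 3 SD above the plate norm, cut at about 30% in these data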; also: 0% is about no effect
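Tetracycline-induced Hek293 Trex D2 cells, force-coupled to calcium, loaded with no-wash calcium dye. Compound added with 180 s kinetic read for agonism, then EC20 dopamine and a further 180 s read for potentiation.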
Active calls of the source: *; ? = inconclusive; nt = no result given; & = joins results of further samples. Unless noted, calls follow the shape of the dose curve; as a rule, active = well fitted curve in the direction sought with a large enough effect; inconclusive = small, poorly fitted or top-dose-only effect, or another doubt; inactive = no such curve, though single readings can be large; an effect the other way counts as inactive or inconclusive.

SMILES	Vif-APOBEC3F blk	GRP78 ERSR act	D1 potentiator	D1 antag	Vif-APOBEC3G blk	D1 agonist	RXFP1 ag	LDHA inh	D2 potentiator
COc1ncnc2c1cnn2-c1ccccc1	-3%	1%	4	2	1%	0	1.8%	-2	25
COCCCN1CN(S(=O)(=O)c2ccc(C)cc2C)c2nc3ccccc3nc21	?	-11%	1	4	-3%	3	3.5%	-10	17
COCCn1c(SCC(=O)N2CCCCC2)nc2c(c1=O)SCC2	1%	-2%	-1	7	1%	1	-0.1%	0	nt
O=C(NNS(=O)(=O)c1cccc(Cl)c1Cl)c1cccc(S(=O)(=O)N2CCOCC2)c1	-10%	-4%	13	-1	-1%	1	-0.4%	-6	-1
CC(c1ccccc1)n1c(-c2ccc(C(C)(C)C)cc2)n[nH]c1=S (stereo not drawn)	7%	-6%	1	6	0%	2	1.0%	1	11
CCCc1ccc2oc(C(=O)N(Cc3ccncc3)CC3CCCO3)c(C)c2c1 (stereo not drawn)	0%	0%	-5	5	-1%	-2	-1.1%	1	-1
c1ccc(CSc2nnc(-c3ccco3)c(-c3ccco3)n2)cc1	-9%	-4%	-6	-3	-1%	2	-1.2%	24	1
CCN1CCN(C(=O)CN(c2cc(OC)ccc2OC)S(C)(=O)=O)CC1	0%	-1%	-1	-20	-1%	3	-0.6%	-1	3
CSc1nc2ccc(NS(=O)(=O)c3ccc4c(c3)OCCO4)cc2s1	nt	?	-3	-26	-6%	8	-0.9%	3	3
CCN(CC)CCNC(CC(=O)Nc1ccc(Cl)cc1Cl)C(=O)O (stereo not drawn)	-1%	-4%	-1	5	-1%	1	1.8%	-3	4
COc1ccc(/C=C/C(=O)c2cc(Cl)cc(Cl)c2O)c(OC)c1	5%	0%	-1	10	1%	4	1.8%	0	-1
CC(C)c1ccc(CN2CC(C(=O)O)CC2=O)cc1 (stereo not drawn)	-4%	-4%	-5	-7	0%	4	0.4%	-5	17
CCN(CC)S(=O)(=O)c1cccc(C(=O)Nc2ccccc2C(=O)Nc2ccc(OC)cc2)c1	-5%	3%	-6	-4	3%	2	1.0%	0	nt
CN(C(=O)COC(=O)c1ccc2c(c1)NC(=O)CS2)C1CCS(=O)(=O)C1 (stereo not drawn)	-4%	-4%	nt	nt	0%	nt	0.6%	-5	nt
CCOC(=O)C1CCN(C(=S)Nc2ccc(S(N)(=O)=O)cc2)CC1	-5%	-5%	-3	-3	1%	6	-0.8%	-9	8

Reformatted bar-delimited: entries from further up
Structure | Vif-APOBEC3F blk | GRP78 ERSR act | D1 potentiator | D1 antag | Vif-APOBEC3G blk | D1 agonist | RXFP1 ag | LDHA inh | D2 potentiator
COc1ncnc2c1cnn2-c1ccccc1 | -3% | 1% | 4 | 2 | 1% | 0 | 1.8% | -2 | 25
CC(C)c1ccc(CN2CC(C(=O)O)CC2=O)cc1 (stereo not drawn) | -4% | -4% | -5 | -7 | 0% | 4 | 0.4% | -5 | 17
CN(C(=O)COC(=O)c1ccc2c(c1)NC(=O)CS2)C1CCS(=O)(=O)C1 (stereo not drawn) | -4% | -4% | nt | nt | 0% | nt | 0.6% | -5 | nt

Two entries from above in a different format:
Each structure is followed by: Vif-APOBEC3F blk, GRP78 ERSR act, D1 potentiator, D1 antag, Vif-APOBEC3G blk, D1 agonist, RXFP1 ag, LDHA inh, D2 potentiator
- CCN1CCN(C(=O)CN(c2cc(OC)ccc2OC)S(C)(=O)=O)CC1
 : 0%, -1%, -1, -20, -1%, 3, -0.6%, -1, 3
- CSc1nc2ccc(NS(=O)(=O)c3ccc4c(c3)OCCO4)cc2s1
 : nt, ?, -3, -26, -6%, 8, -0.9%, 3, 3

Additional results:
SMILES	Vif-APOBEC3F blk	GRP78 ERSR act	D1 potentiator	D1 antag	Vif-APOBEC3G blk	D1 agonist	RXFP1 ag	LDHA inh	D2 potentiator
CC1CCCCC1NC(=O)CN1C(=O)CSc2cc(S(=O)(=O)N3CCCCCC3)ccc21 (stereo not drawn)	-12%	4%	-3	3	2%	3	2.7%	-5	-7
COc1ccc(CCNC(=O)CCN2C(=O)[C@@H]3Cc4ccccc4CN3C2=O)cc1OC	9%	-3%	2	0	0%	3	-4.3%	-2	10
Cc1ccc(CNC(=O)CSc2c3c(nc4ccc(Cl)cc24)CCCC3)o1	-8%	-9%	4	-3	-19%	4	9.0%	-3	4
O=C(CSc1nnc(Cc2ccccc2)o1)Nc1ccccc1	-11%	-6%	1	4	-2%	1	1.6%	-3	-12
COc1cc2c(-c3ccc4cc[nH]c4c3)c(-c3ccsc3)oc(=O)c2cc1OC	-5%	2%	24	nt	1%	10	2.0%	-1	3
CCC(=O)OC1=CN(Cc2ccccc2)S(=O)(=O)c2ccccc21	3%	-4%	-1	4	0%	2	0.9%	-5	1
Cc1ccc(S(=O)(=O)c2cc3c(=O)n4cccc(C)c4nc3n(C3CCCCC3)c2=N)cc1	-4%	-4%	0	5	2%	-1	-1.1%	-3	0
Cc1cc(C)cc(C(=O)N2CC(=O)Nc3ccc(C)cc3C2c2ccccc2)c1 (stereo not drawn)	-8%	-3%	4	-13	-3%	-1	0.0%	-5	-1
O=C(Nc1ccc2nc(SCC(=O)N3CCCc4ccccc43)sc2c1)c1cccc(F)c1	-5%	-2%	-1	-6	-6%	7	-3.2%	-17&-11	-12
Cc1ccc(S(=O)(=O)NCc2ccncc2)cc1	-21%	0%	3	-13	6%	5	0.1%	-4	-5
Cc1nnc(SCC(=O)Nc2ccc3c(c2)OCO3)s1	5%	-2%	-1	-7	2%	0	-2.4%	2	5
CCc1ccc(C(=O)CCC(=O)Nc2ccc(OC)c(S(=O)(=O)N3CCCCC3)c2)cc1	-5%	-1%	nt	-41*	2%	7	2.8%	5	-16
COc1ccc(CN2CCSc3sccc3C2=O)cc1	3%	-4%	-3	-1	-4%	-1	1.7%	-6	-9
CCCCn1c(N)c(N(CC)C(=O)c2ccc(Cl)c(Cl)c2)c(=O)[nH]c1=O	8%	-6%	-1	-3	5%	2	-0.6%	-5	2
CCCCN1CC(c2nc3ccccc3n2CCCCOc2cc(C)ccc2C)CC1=O (stereo not drawn)	-9%	-1%	-2	-10	4%	12	-3.5%	0	-3

Some of the entries so far, with values under each structure:
Screens in order – Vif-APOBEC3F blk | GRP78 ERSR act | D1 potentiator | D1 antag | Vif-APOBEC3G blk | D1 agonist | RXFP1 ag | LDHA inh | D2 potentiator
- COCCCN1CN(S(=O)(=O)c2ccc(C)cc2C)c2nc3ccccc3nc21
 : ? | -11% | 1 | 4 | -3% | 3 | 3.5% | -10 | 17
- COCCn1c(SCC(=O)N2CCCCC2)nc2c(c1=O)SCC2
 : 1% | -2% | -1 | 7 | 1% | 1 | -0.1% | 0 | nt
- O=C(NNS(=O)(=O)c1cccc(Cl)c1Cl)c1cccc(S(=O)(=O)N2CCOCC2)c1
 : -10% | -4% | 13 | -1 | -1% | 1 | -0.4% | -6 | -1

Continued.
SMILES	Vif-APOBEC3F blk	GRP78 ERSR act	D1 potentiator	D1 antag	Vif-APOBEC3G blk	D1 agonist	RXFP1 ag	LDHA inh	D2 potentiator
Cc1cc(Cl)ccc1Nc1ncccc1C(N)=O	8%	6%	-8	-19	-14%	3	5.6%	-5	5
COc1ccc(SCC(=O)Nc2ccc(N3CCN(C)CC3)c(F)c2)cc1	2%	1%	-25	3	1%	4	3.0%	-7	-15
Cc1ccccc1NC(=O)COC(=O)c1cccnc1	5%	-5%	6	-16	-5%	3	2.2%	0	-3
CC(C)N1C(=S)SC(C)(C)C1n1oc(=O)n(-c2cccc(Cl)c2)c1=O (stereo not drawn)	-4%	-3%	-13	-5	5%	0	-0.2%	-3	-10
CC1(C)CC(=O)C2=C(C1)N(Cc1cccnc1)C(=O)C2(NC(=O)c1cccnc1)C(F)(F)F (stereo not drawn)	0%	-2%	3	0	0%	3	1.5%	-3	17
Cc1nnc(SCc2cccc([N+](=O)[O-])c2)s1	11%	-4%	-3	-2	-8%	-2	4.0%	-1	-8
COC(=O)/C=C/c1cnc2ccccc2c1	-17%	-1%	6	16	8%	0	0.7%	-8	4
Nc1nn(S(=O)(=O)c2ccccc2)cc1-c1ccc([N+](=O)[O-])cc1	-6%	-7%	-2	-3	?	3	-1.9%	-4	10
Cc1ccc(CSc2nnnn2C)cc1	7%	-3%	0	-4	1%	0	-0.2%	-4	1
C(=N\Nc1nc(-c2cccnc2)nc2ccccc12)/c1ccccc1	-4%	10%	-2	-14	-11%	0	2.3%	-13	-6
CC(=O)c1cccc(NC(=O)c2nc3ccccc3nc2N2CCCCC2)c1	-5%	5%	-2	1	-5%	2	2.0%	2	-6
Cc1ccc(OCC(O)Cn2c(=N)n(Cc3ccccc3)c3ccccc32)cc1 (stereo not drawn)	-1%	-15%	-5	-5	-24%	10	-0.1%	2	2
CCNC(=O)NC(=O)COc1ccccc1C#N	-2%	4%	-3	11	-6%	3	4.5%	1	4
COc1ccc(N2CCOCC2)c(NC(=O)c2ccco2)c1	0%	4%	1	-4	1%	0	1.4%	-4	17
CCOC(=O)c1[nH]c2ccccc2c1NC(=S)Nc1cccc(C)c1C	-14%	5%	0	-8	3%	-2	6.7%	-5	-4
COCc1cc(=O)[nH]c2cc(NC(=O)C(C)(C)CCl)c(C)cc12	nt	0%	-3	-10	-6%	3	2.1%	-3	21
Nc1nc(Cl)cc(Oc2ccc([N+](=O)[O-])cc2)n1	-9%	-2%	-4	-3	0%	0	-0.1%	-2	8
O=C(COc1ccc(F)cc1)Nc1nnc(S(=O)(=O)N2CCCC2)s1	-6%&1%	-5%&2%	-2&-5	-2&-17	-1%&-1%	3&0	-1.4%&0.9%	-3&-2	6&3

This is a subset (hit frequency here may not be typical).
